FBA Mtb inh – Mtb fructose-bisphosphate aldolase inhibition | P9WQA3 | purified M. tuberculosis FBA, fluorescence read-out | inhibition, % at 1 µM | 360,000 tested, 2.3% active | AID 588726; in the data active = inhibition above about 27%;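 note: 0% = vehicle and 100% = reference inhibitor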
Target sequence (P9WQA3 whole entry, looked up): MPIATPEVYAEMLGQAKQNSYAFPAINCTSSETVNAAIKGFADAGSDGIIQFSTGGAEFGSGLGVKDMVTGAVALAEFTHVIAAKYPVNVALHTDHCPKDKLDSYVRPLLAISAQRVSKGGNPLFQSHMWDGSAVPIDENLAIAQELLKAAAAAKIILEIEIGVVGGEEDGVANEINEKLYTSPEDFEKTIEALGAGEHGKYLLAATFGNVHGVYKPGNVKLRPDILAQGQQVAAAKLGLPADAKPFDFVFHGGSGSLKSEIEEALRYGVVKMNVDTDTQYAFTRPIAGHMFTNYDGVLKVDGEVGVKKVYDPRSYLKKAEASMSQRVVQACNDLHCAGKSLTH
BioA inh – BioA (M. tuberculosis) enzyme inhibition; purified M. tuberculosis BioA enzyme, plate reader; inhibition, % at 9.99 µM; 360,000 tested, 0.096% active; in the data active = inhibition above about 40%
GDH-TPI counter – GDH-TPI coupled enzyme inhibition counter-screen; 360,000 tested, 1.2% active; inhibition, % at 4.8 µM; AID 588335; GDH-TPI coupled enzyme counterscreen, NADH absorbance; in the data active = inhibition above about 30%;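 note: 0% = DMSO wells and 100% = wells lacking the enzyme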
VHR inh abs – DUSP3 (human) phosphatase inhibition; P51452; recombinant VHR phosphatase, pNPP absorbance; inhibition, % at 13.3 µM; 290,000 tested, 0.52% active; AID 1654; in the data active = inhibition above about 50%; note: some compounds called inactive have numbers as strong as hits
Target sequence (P51452 whole entry, looked up): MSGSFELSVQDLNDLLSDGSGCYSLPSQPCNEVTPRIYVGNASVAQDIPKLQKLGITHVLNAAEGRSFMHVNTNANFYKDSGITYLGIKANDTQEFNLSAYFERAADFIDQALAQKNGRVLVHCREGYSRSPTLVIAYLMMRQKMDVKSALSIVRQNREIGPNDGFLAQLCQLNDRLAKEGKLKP
SARS 3CLpro inh – SARS-CoV 3CLpro protease inhibition; inhibition, % at 6 µM; P0C6X7; 290,000 tested, 0.14% active; recombinant SARS-CoV 3CLpro, quenched FRET peptide cleavage; in the data active = inhibition above about 12%
MazF activator – MazEF (E. coli) toxin RNase activation; FAM/BHQ RNA-DNA oligo cleavage fluorescence, 5 h; 350,000 tested, 0.32% active; P0AE70; activation, % at 20 µM; in the data active = activation above about 50%
Target sequence (P0AE70 whole entry, looked up): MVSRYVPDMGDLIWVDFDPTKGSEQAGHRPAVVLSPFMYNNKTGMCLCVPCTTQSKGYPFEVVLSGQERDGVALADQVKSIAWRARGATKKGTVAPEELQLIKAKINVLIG
SSB-PriA inh – K. pneumoniae PriA-SSBct interaction inhibition. AlphaScreen SSBct-PriA binding, biotinylated peptide. inhibition, % at 33 µM. 430,000 tested, 0.6% active. AID 1272365; in the data active = inhibition mostly above about 37%, no sharp cut-off; inactive = mostly below about 20%;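 note: plate controls were negative control peptide for no effect and reference peptide for full effect; strong numbers were not always called active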
UGM FP inh – blocks M. tuberculosis UGM enzyme; inhibition, % at 10 µM; 320,000 tested, 0.06% active; AID 504406; purified UGM, fluorescence polarization probe displacement; P9WIQ1; in the data active = inhibition above about 10%, passing the limit was not always enough
Rv3671c protease – inhibitors of M. tuberculosis serine protease Rv3671c. P9WHR9. inhibition, % at 5.96 µM. 320,000 tested, 0.048% active; in the data active = inhibition above about 38%;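 note: extracellular domain of Rv3671c used as enzyme; 0% = enzyme with DMSO and 100% = no enzyme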
Target sequence (P9WHR9 whole entry, looked up, the tested form may be a part): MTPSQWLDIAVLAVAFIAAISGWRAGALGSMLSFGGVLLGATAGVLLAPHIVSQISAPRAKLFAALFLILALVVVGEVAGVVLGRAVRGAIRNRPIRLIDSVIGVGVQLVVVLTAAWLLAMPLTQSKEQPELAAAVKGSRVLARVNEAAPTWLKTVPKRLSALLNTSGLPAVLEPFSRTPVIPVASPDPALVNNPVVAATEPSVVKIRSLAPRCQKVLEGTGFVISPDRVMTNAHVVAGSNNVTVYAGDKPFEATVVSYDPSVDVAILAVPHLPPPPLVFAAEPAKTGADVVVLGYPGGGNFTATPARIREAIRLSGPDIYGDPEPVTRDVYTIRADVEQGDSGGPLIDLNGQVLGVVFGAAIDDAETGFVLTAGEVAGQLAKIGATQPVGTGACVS
Vc quorum ag – induces V. cholerae light production without autoinducers | V. cholerae BH1578 lux reporter, luminescence, 6 h | activation, % at 18.7 µM | 350,000 tested, 0.16% active; in the data active = activation mostly above about 9.7%, no sharp cut-off; note: not every result past the cut was called active; inactives centre near 0; reference of the scale not given here
The depositor's hits bear a star. Not all compounds are listed; count on the stated rates, not on these rows.

How did CCCCNC(=O)c1ccc(CS(=O)(=O)Cc2ccccc2F)o1 do in these assays?
FBA Mtb inh: 7.3; BioA inh: 3.9; GDH-TPI counter: 1.3; VHR inh abs: 22.3; SARS 3CLpro inh: 0.7; MazF activator: 0.9; SSB-PriA inh: -3.7; UGM FP inh: -2.3; Rv3671c protease: 3.8; Vc quorum ag: 0.7

How did CCOc1ccc(CCNC(=O)CSc2nnnn2C)cc1OCC do in these assays?
FBA Mtb inh: -2.4; GDH-TPI counter: -8.2; VHR inh abs: 14.0; SARS 3CLpro inh: 2.5; MazF activator: 9.6; SSB-PriA inh: -4.5; UGM FP inh: 3.5; Rv3671c protease: 4.1; Vc quorum ag: -0.5

How did CCOc1c(Cl)cc(CNC(C)(C)CC(C)(C)C)cc1OC do in these assays?
FBA Mtb inh: 0.8; GDH-TPI counter: 6.4; VHR inh abs: -3.8; SARS 3CLpro inh: -0.6; MazF activator: -10.4; SSB-PriA inh: -5.9; Rv3671c protease: -3.1; Vc quorum ag: 0.5

What do the screens show for `c1ccc(CN=C(NCc2ccccc2)NCc2ccccc2)cc1`?
FBA Mtb inh: 1.3; BioA inh: 0.1; GDH-TPI counter: 9.7; MazF activator: 18.6; SSB-PriA inh: 0.2; Vc quorum ag: -5.6

How did CC1CCCC(NC(=O)COC(=O)c2cc(=O)[nH]c3ccccc23)C1C (centres undefined) do in these assays?
FBA Mtb inh: 4.0; BioA inh: -0.9; GDH-TPI counter: 1.3; MazF activator: 0.8; SSB-PriA inh: 2.2; UGM FP inh: 0.1; Rv3671c protease: -3.0; Vc quorum ag: 0.7

How did O=C(O)c1ccccc1C(=O)OCCc1cc2ccccc2c(=O)o1 do in these assays?
FBA Mtb inh: -0.8; BioA inh: 0.4; GDH-TPI counter: 10.9; MazF activator: -0.5; SSB-PriA inh: -30.9; UGM FP inh: 2.8; Rv3671c protease: -5.3; Vc quorum ag: -0.6

What do the screens show for `CCSc1nnc(NC(=O)[C@@H](NC(=O)c2ccccc2F)C(C)C)s1`?
FBA Mtb inh: 0.9; GDH-TPI counter: -3.2; VHR inh abs: -9.8; SARS 3CLpro inh: 1.7; MazF activator: 3.0; SSB-PriA inh: -16.2; UGM FP inh: 3.5; Rv3671c protease: 3.8; Vc quorum ag: -0.5

Results for CCOc1ccc(-c2cc(CCCC(=O)NCCc3ccccc3)no2)cc1 ?
FBA Mtb inh: -1.1; BioA inh: 0.4; GDH-TPI counter: 3.6; VHR inh abs: -0.2; SARS 3CLpro inh: -4.3; MazF activator: 6.0; SSB-PriA inh: -13.1; UGM FP inh: 1.7; Rv3671c protease: 3.9; Vc quorum ag: -0.4

Results for CCN(CC#CCC1(O)c2ccccc2-c2ccccc21)CCO ?
FBA Mtb inh: 2.0; GDH-TPI counter: 0.0; VHR inh abs: 26.9; SARS 3CLpro inh: 0.2; MazF activator: 2.6; SSB-PriA inh: -16.9; UGM FP inh: 1.3; Rv3671c protease: -4.8; Vc quorum ag: 1.5

How did Cc1ccc(OCc2cc(C(=O)NC3CCOC3)no2)cc1C (centres undefined) do in these assays?
FBA Mtb inh: -1.1; BioA inh: 2.2; GDH-TPI counter: 4.3; VHR inh abs: -8.2; SARS 3CLpro inh: 0.5; MazF activator: 4.7; SSB-PriA inh: -2.0; UGM FP inh: -4.8; Rv3671c protease: 4.0; Vc quorum ag: inactive

How did CCCC(CCC)C(=O)Nc1ccc2c(c1)N(C(=O)CCN1CCN(C)CC1)c1ccccc1CC2 do in these assays?
FBA Mtb inh: 0.4; GDH-TPI counter: -3.2; VHR inh abs: 29.6; SARS 3CLpro inh: 2.3; MazF activator: 13.2; SSB-PriA inh: 7.2; UGM FP inh: -1.6; Rv3671c protease: 6.2; Vc quorum ag: -0.3

Results for Cc1cc(C)c(S(=O)(=O)N2CCCC(C(=O)NC3CCCC3)C2)c(C)c1 (centres undefined) ?
FBA Mtb inh: 0.2; BioA inh: -0.1; GDH-TPI counter: 0.4; VHR inh abs: 14.4; SARS 3CLpro inh: 1.9; MazF activator: -3.1; SSB-PriA inh: 3.2; UGM FP inh: -1.1; Rv3671c protease: -1.7; Vc quorum ag: inactive

How did O=C(CN(C1CCCCC1)S(=O)(=O)c1ccccc1)NCc1cccnc1 do in these assays?
FBA Mtb inh: 1.7; BioA inh: -0.3; GDH-TPI counter: 13.1; VHR inh abs: 8.8; SARS 3CLpro inh: 1.8; MazF activator: -25.8; SSB-PriA inh: 2.9; UGM FP inh: 1.1; Rv3671c protease: -3.8

How did Oc1cc(-c2ccc(N3CCCCC3)nc2)cc2cccnc12 do in these assays?
FBA Mtb inh: 0.3; BioA inh: -2.7; GDH-TPI counter: 18.3; MazF activator: -5.3; SSB-PriA inh: 30.0; UGM FP inh: -0.3; Rv3671c protease: 2.7; Vc quorum ag: inactive

Results for COCCN1CC(C(=O)NCc2ncccc2C)CCC1=O (centres undefined) ?
FBA Mtb inh: 3.4; BioA inh: -0.1; GDH-TPI counter: -8.1; VHR inh abs: -1.5; SARS 3CLpro inh: 0.3; MazF activator: 1.8; SSB-PriA inh: -8.7; UGM FP inh: 2.4; Rv3671c protease: -6.8; Vc quorum ag: inactive

What do the screens show for `Cc1ccc(CNC(=O)C2CCC(=O)N(CC3CCCCC3)C2)o1` (centres undefined)?
FBA Mtb inh: -4.0; BioA inh: 0.7; GDH-TPI counter: -0.3; VHR inh abs: 44.3; SARS 3CLpro inh: -1.2; MazF activator: 5.5; SSB-PriA inh: 3.9; UGM FP inh: 0.8; Rv3671c protease: 0.6; Vc quorum ag: -0.2

What do the screens show for `O=C(Cc1ccccc1)N[C@@H](Cc1ccccc1)c1nc2ccccc2[nH]1`?
FBA Mtb inh: 3.1; GDH-TPI counter: 8.5; VHR inh abs: 13.9; SARS 3CLpro inh: 1.4; MazF activator: 0.7; SSB-PriA inh: -4.5; UGM FP inh: -0.1; Rv3671c protease: -7.5; Vc quorum ag: inactive

Results for CCOC(=O)C1CCCN(Cc2ccccc2C)C1 (centres undefined) ?
FBA Mtb inh: -0.2; GDH-TPI counter: -14.3; VHR inh abs: 5.0; SARS 3CLpro inh: -9.0; MazF activator: -0.4; SSB-PriA inh: -12.1; UGM FP inh: 0.8; Rv3671c protease: -1.0; Vc quorum ag: -0.4

What do the screens show for `Oc1c(Cl)cc(Cl)cc1CN1CCN(Cc2ccccc2)CC1`?
FBA Mtb inh: 2.1; BioA inh: -0.4; GDH-TPI counter: 5.4; VHR inh abs: 8.1; SARS 3CLpro inh: 0.7; MazF activator: -10.7; SSB-PriA inh: -18.5; UGM FP inh: 0.0; Rv3671c protease: 3.5; Vc quorum ag: inactive

Results for CCOc1cc(C(=O)NC2=NCCS2)cc(OCC)c1OCC ?
FBA Mtb inh: 0.7; GDH-TPI counter: 8.1; VHR inh abs: 4.2; SARS 3CLpro inh: 3.9; MazF activator: -2.1; SSB-PriA inh: -8.8; UGM FP inh: -0.7; Rv3671c protease: -13.8; Vc quorum ag: -0.1

How did COCCCNC(=O)C1CC(=O)N(Cc2ccc(OC)cc2)C1 (centres undefined) do in these assays?
FBA Mtb inh: -0.3; BioA inh: -2.2; GDH-TPI counter: 1.9; VHR inh abs: 15.2; SARS 3CLpro inh: 0.2; MazF activator: -0.9; SSB-PriA inh: -6.0; UGM FP inh: -1.4; Rv3671c protease: -0.6; Vc quorum ag: inactive

Results for CCCCOCP(=O)(CC)COCCCC ?
FBA Mtb inh: 6.6; BioA inh: -2.7; GDH-TPI counter: 12.4; VHR inh abs: 28.5; SARS 3CLpro inh: 1.2; MazF activator: 0.0; SSB-PriA inh: -11.5; UGM FP inh: 4.0; Rv3671c protease: 5.2; Vc quorum ag: inactive

What do the screens show for `Cc1cnc(C(=O)OCC(=O)NC2CCCCC2)cn1`?
FBA Mtb inh: -5.3; BioA inh: 1.2; GDH-TPI counter: -10.2; VHR inh abs: 21.3; SARS 3CLpro inh: -6.7; MazF activator: -6.3; SSB-PriA inh: 7.2; UGM FP inh: 0.3; Rv3671c protease: -4.4; Vc quorum ag: -13.6

What do the screens show for `Cc1ccc(C(=O)CSc2nnc(-c3ccncc3)n2C)cc1`?
FBA Mtb inh: -1.6; GDH-TPI counter: -9.6; VHR inh abs: 33.2; SARS 3CLpro inh: 7.5; MazF activator: 3.6; SSB-PriA inh: -21.5; UGM FP inh: 1.5; Rv3671c protease: 8.7; Vc quorum ag: inactive

What do the screens show for `C=CCN(c1ccccc1)S(=O)(=O)c1cccc(C(=O)NCC2CCCO2)c1` (centres undefined)?
FBA Mtb inh: -3.7; BioA inh: -0.1; GDH-TPI counter: -0.7; VHR inh abs: 8.6; SARS 3CLpro inh: 4.9; MazF activator: -1.3; SSB-PriA inh: -9.8; UGM FP inh: -1.8; Rv3671c protease: -7.4; Vc quorum ag: -0.5

How did O=C(c1ccc(F)c(S(=O)(=O)N2CCOCC2)c1)N1CCN(c2ncccn2)CC1 do in these assays?
FBA Mtb inh: -1.6; BioA inh: 0.7; GDH-TPI counter: 11.9; MazF activator: 0.8; SSB-PriA inh: -10.6; UGM FP inh: 4.3; Rv3671c protease: -8.7; Vc quorum ag: inactive

Results for CC(C)(C)NC(=O)c1ccc(COc2ccc(Cl)cc2Cl)o1 ?
FBA Mtb inh: 2.9; BioA inh: 0.5; GDH-TPI counter: 5.0; VHR inh abs: 6.9; SARS 3CLpro inh: 1.7; MazF activator: -8.3; SSB-PriA inh: -10.5; UGM FP inh: -1.9; Rv3671c protease: -7.6; Vc quorum ag: 0.4

What do the screens show for `Cc1cccc(NC(=O)COC(=O)C(NC(=O)c2cccc(S(=O)(=O)N3CCOCC3)c2)C(C)C)c1` (centres undefined)?
FBA Mtb inh: -0.5; BioA inh: -0.8; GDH-TPI counter: -3.2; MazF activator: 5.0; SSB-PriA inh: 0.3; Vc quorum ag: inactive

What do the screens show for `CC(=O)c1cccc(NC(=O)c2ccccc2N(C)S(=O)(=O)c2ccc(C)cc2)c1`?
FBA Mtb inh: -0.2; BioA inh: -1.0; GDH-TPI counter: 0.0; VHR inh abs: 22.0; SARS 3CLpro inh: 1.5; MazF activator: -0.9; SSB-PriA inh: -3.3; UGM FP inh: 0.7; Rv3671c protease: -0.1; Vc quorum ag: inactive

How did CSc1ccc(/C=C/C(=O)OCC(=O)NC2CCCCCC2)cc1 do in these assays?
FBA Mtb inh: 29.7*; BioA inh: -2.6; GDH-TPI counter: 28.9; MazF activator: 2.1; Vc quorum ag: inactive

What do the screens show for `O=C(c1cc(S(=O)(=O)N2CCOCC2)ccc1F)N(CCc1ccccc1)Cc1ccccc1`?
FBA Mtb inh: -1.8; BioA inh: -1.4; GDH-TPI counter: 1.0; MazF activator: 0.3; SSB-PriA inh: -21.2; UGM FP inh: -1.3; Rv3671c protease: 6.4; Vc quorum ag: inactive

No new results follow: four of the compounds above.
What do the screens show for `Cc1cccc(NC(=O)COC(=O)C(NC(=O)c2cccc(S(=O)(=O)N3CCOCC3)c2)C(C)C)c1` (centres undefined)?
FBA Mtb inh: -0.5; BioA inh: -0.8; GDH-TPI counter: -3.2; MazF activator: 5.0; SSB-PriA inh: 0.3; Vc quorum ag: inactive

What do the screens show for `CC(=O)c1cccc(NC(=O)c2ccccc2N(C)S(=O)(=O)c2ccc(C)cc2)c1`?
FBA Mtb inh: -0.2; BioA inh: -1.0; GDH-TPI counter: 0.0; VHR inh abs: 22.0; SARS 3CLpro inh: 1.5; MazF activator: -0.9; SSB-PriA inh: -3.3; UGM FP inh: 0.7; Rv3671c protease: -0.1; Vc quorum ag: inactive

How did CSc1ccc(/C=C/C(=O)OCC(=O)NC2CCCCCC2)cc1 do in these assays?
FBA Mtb inh: 29.7*; BioA inh: -2.6; GDH-TPI counter: 28.9; MazF activator: 2.1; Vc quorum ag: inactive

What do the screens show for `O=C(c1cc(S(=O)(=O)N2CCOCC2)ccc1F)N(CCc1ccccc1)Cc1ccccc1`?
FBA Mtb inh: -1.8; BioA inh: -1.4; GDH-TPI counter: 1.0; MazF activator: 0.3; SSB-PriA inh: -21.2; UGM FP inh: -1.3; Rv3671c protease: 6.4; Vc quorum ag: inactive
